Calb biofilm kill: clotrimazole potentiators killing Candida biofilms, primary screen, with clotrimazole, Alamar Blue; inhibition, % at 6 µM; 0.14% of 85,000 active; C. albicans biofilm + clotrimazole; AID 834, 2007;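 active means inhibition above 20%; inactive means inhibition below 20%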;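 further: preformed 24 hr biofilms exposed to compound for 48 hr; 0% = biofilm without compound and 100% = blank killed by clotrimazole plus chlorhexidine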
ERb coact inh: inhibitors of ERβ-SRC1 coactivator interaction, primary screen, biochemical, TR-FRET, ERβ LBD, SRC-1 peptide | 1.3% of 86,000 active | TR-FRET ER-beta LBD / SRC1-Cy5 peptide binding; receptor agonist-loaded with 1 µM estradiol | inhibition, % at 25.6 µM | Estrogen receptor beta (Homo sapiens), Q92731;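 active means compounds whose percent inhibition of the receptor-coactivator binding signal exceeds about 50% in the single-dose screen, limit read from the data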;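 further: 0% = receptor plus peptide wells without compound and 100% = peptide-only wells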
Target sequence (Q92731 whole entry, looked up, the tested form may be a part): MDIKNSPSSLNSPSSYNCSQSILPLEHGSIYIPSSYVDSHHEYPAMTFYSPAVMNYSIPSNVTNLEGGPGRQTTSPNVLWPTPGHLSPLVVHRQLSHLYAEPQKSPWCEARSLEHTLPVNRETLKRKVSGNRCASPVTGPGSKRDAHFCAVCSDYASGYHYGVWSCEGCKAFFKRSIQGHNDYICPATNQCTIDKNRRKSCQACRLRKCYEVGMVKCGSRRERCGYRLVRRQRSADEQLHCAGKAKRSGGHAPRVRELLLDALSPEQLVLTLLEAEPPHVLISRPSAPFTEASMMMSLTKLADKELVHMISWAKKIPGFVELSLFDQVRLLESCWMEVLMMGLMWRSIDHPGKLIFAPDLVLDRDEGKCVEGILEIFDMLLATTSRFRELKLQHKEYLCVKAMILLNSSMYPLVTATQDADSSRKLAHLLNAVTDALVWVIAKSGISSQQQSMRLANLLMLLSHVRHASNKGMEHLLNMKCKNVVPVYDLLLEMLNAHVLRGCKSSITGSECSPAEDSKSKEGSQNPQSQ
cytoskel mod: modifiers of F-actin cytoskeleton organization, primary screen, imaging, HUVEC, phalloidin staining, high-content imaging; AID 836, 2007; 0.18% of 91,000 active; HUVEC TNFa F-actin phalloidin imaging; inhibition, % at 2 µM;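 active means inhibition above the batch mean plus 3 SD and confirmed as a hit by visual image inspection, cut at about 30% in these data, passing the limit was not always enough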; further: strong numbers were not always called active
VCAM1 TNFa inh: inhibitors of TNFa-induced VCAM1 expression, primary screen, imaging, HUVEC, TNFa stimulus, immunofluorescence; 0.48% of 95,000 active; AID 802, 2007; HUVEC TNFa-induced VCAM-1 immunofluorescence, high-content imaging; inhibition, % at 2 µM;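 active means inhibition above the batch mean plus 3 SD, with images confirmed as a hit by eye, cut at about 37% in these data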;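 further: 0% = TNF-stimulated DMSO wells and 100% = unstimulated control wells; not every result past the cut was called active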
sEH inhibitor: soluble epoxide hydrolase inhibitors, primary screen, biochemical, human sEH; AID 707, 2007; inhibition, % at 2 µM; 0.34% of 91,000 active; recombinant human sEH enzymatic activity assay; in the data active means inhibition above about 80%; further: values of inactives mirror those of a sister screen read the other way; many of its hits are not listed in these tables
Target sequence (P34913 whole entry, looked up): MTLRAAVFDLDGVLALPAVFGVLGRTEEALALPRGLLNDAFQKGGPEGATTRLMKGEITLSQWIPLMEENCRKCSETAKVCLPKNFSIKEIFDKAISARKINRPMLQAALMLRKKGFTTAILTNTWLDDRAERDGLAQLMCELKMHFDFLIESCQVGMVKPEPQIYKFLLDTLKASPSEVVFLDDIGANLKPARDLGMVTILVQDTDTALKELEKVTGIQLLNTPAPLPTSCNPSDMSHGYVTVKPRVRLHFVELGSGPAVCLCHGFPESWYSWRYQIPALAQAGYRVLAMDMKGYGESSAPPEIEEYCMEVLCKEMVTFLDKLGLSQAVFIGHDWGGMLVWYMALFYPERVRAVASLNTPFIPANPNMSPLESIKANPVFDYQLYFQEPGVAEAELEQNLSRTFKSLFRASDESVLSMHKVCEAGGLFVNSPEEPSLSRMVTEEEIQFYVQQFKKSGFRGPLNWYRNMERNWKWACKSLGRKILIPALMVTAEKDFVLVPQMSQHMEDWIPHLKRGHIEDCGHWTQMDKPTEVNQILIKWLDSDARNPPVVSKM
Smad3 inh: Smad3/FoxH1 peptide binding inhibitors, primary screen, biochemical, TR-FRET; TR-FRET Smad3/Dy647-FoxH1 peptide binding, europium anti-His; AID 630, 2007; 0.29% of 88,000 active; Mothers against decapentaplegic homolog 3 (Homo sapiens), P84022; inhibition, % at 25 µM;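 active means compounds that reduce the energy-transfer binding signal between the protein and its labelled peptide by more than half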;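 further: 0% = Smad3 plus labelled peptide maximal FRET and 100% = peptide-only background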
sEH activator: soluble epoxide hydrolase activators, primary screen, biochemical, human sEH. activation, % at 2 µM. purified human sEH enzymatic activity, activator screen. 0.04% of 91,000 active. Bifunctional epoxide hydrolase 2 (Homo sapiens), P34913; in the data active means activation above about 37%; further: values of inactives mirror those of a sister screen read the other way
IL1B cytotox: cytotoxicity in IL-1B stimulated HUVEC, primary screen, cytotoxicity control for IL-1B NFkB translocation project, imaging, Hoechst nuclear count, IL-1B stimulus; HUVEC cell count loss; cell count reduction, % at 2 µM; 0.41% of 94,000 active; AID 845, 2007;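 active means cell count reduction more than 3 SD above the screen-wide mean, cut at about 70% in these data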;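 further: normalized per plate to untreated control cells as the no-loss baseline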
TNFa cytotox: cytotoxicity in TNFa-stimulated HUVEC, primary screen, cytotoxicity control for VCAM1 expression modulator project, imaging, Hoechst nuclei count; cell count reduction, % at 2 µM; 0.17% of 93,000 active; HUVEC TNFalpha-stimulated, Hoechst cell count;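 active means cell count reduction exceeding the screen mean by over 5 SD, scaled to untreated wells per plate, cut at about 78% in these data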;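 further: cells counted after 24 h of TNF alpha exposure following the 1 h pretreatment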
* marks the source's active call; other numbers are inactive results; [ ] = remark or other dose.

Screening CCCCCCCC(=O)N/N=C/c1ccco1 returned cytoskel mod 13, VCAM1 TNFa inh 8, sEH inhibitor 18, sEH activator -17, IL1B cytotox -51 and TNFa cytotox 3.
Clc1ccc(OCc2nn3c(-c4ccncc4)nnc3s2)cc1 was read as Calb biofilm kill 11, ERb coact inh 0[fluorescence artefact?], cytoskel mod -12, VCAM1 TNFa inh 15, sEH inhibitor -6, Smad3 inh -2, sEH activator 4, IL1B cytotox -18 and TNFa cytotox -14.
`O=C(NCCN1CCN(C(=O)Nc2ccccc2)CC1)Nc1ccccc1` gave Calb biofilm kill 9, ERb coact inh 27[fluorescence artefact?], cytoskel mod -5, VCAM1 TNFa inh 3, Smad3 inh -7, IL1B cytotox 9 and TNFa cytotox -21.
For CCOC(=O)COc1ccc2c(c1)C(=O)CC(C)(c1cccnc1)O2 (stereo unspecified) the results were cytoskel mod 2, VCAM1 TNFa inh 4, sEH inhibitor -11, sEH activator 10, IL1B cytotox 17 and TNFa cytotox 3.
`CCOc1cc(S(=O)(=O)Nc2ccc(Cl)cn2)ccc1F` gave Calb biofilm kill 6, ERb coact inh -1, cytoskel mod 0, VCAM1 TNFa inh 2, sEH inhibitor -6, Smad3 inh 3, sEH activator 3, IL1B cytotox 10 and TNFa cytotox -11.
Cn1nc([N+](=O)[O-])nc1N1CCN(c2ccc(F)cc2)CC1 was read as Calb biofilm kill 2, ERb coact inh -4, cytoskel mod -10, VCAM1 TNFa inh -3, sEH inhibitor -1, Smad3 inh -12, sEH activator 0, IL1B cytotox -49 and TNFa cytotox 9.
Screening COC(=O)c1cc(OC)c(OC)cc1-n1cnc2cc(OC)c(OC)cc2c1=O returned Calb biofilm kill 4, ERb coact inh -2, cytoskel mod 4, VCAM1 TNFa inh -8, Smad3 inh -5, IL1B cytotox 14 and TNFa cytotox -14.
Screening Cc1ccc(NS(=O)(=O)c2cc(C(=O)N3CCOCC3)ccc2C)cc1 returned Calb biofilm kill 8, ERb coact inh -1, cytoskel mod 9, VCAM1 TNFa inh 15, sEH inhibitor 4, Smad3 inh 8, sEH activator -1, IL1B cytotox -26 and TNFa cytotox -8.
For CN(C)S(=O)(=O)c1ccc(Oc2ccccc2)cc1 the results were Calb biofilm kill 1, ERb coact inh 0, cytoskel mod -21, VCAM1 TNFa inh 23, sEH inhibitor 4, Smad3 inh 7[fluorescence artefact?], sEH activator -5, IL1B cytotox -24 and TNFa cytotox 15.
Screening COc1nc(N/N=C/c2ccccc2F)nc(N2CCCCC2)n1 returned cytoskel mod -17, VCAM1 TNFa inh 8, sEH inhibitor -4, sEH activator 4, IL1B cytotox -14 and TNFa cytotox -7.

5 entries out of the list, sorted by length of the SMILES, descending:
Screening COC(=O)c1cc(OC)c(OC)cc1-n1cnc2cc(OC)c(OC)cc2c1=O returned Calb biofilm kill 4, ERb coact inh -2, cytoskel mod 4, VCAM1 TNFa inh -8, Smad3 inh -5, IL1B cytotox 14 and TNFa cytotox -14.
Screening Cc1ccc(NS(=O)(=O)c2cc(C(=O)N3CCOCC3)ccc2C)cc1 returned Calb biofilm kill 8, ERb coact inh -1, cytoskel mod 9, VCAM1 TNFa inh 15, sEH inhibitor 4, Smad3 inh 8, sEH activator -1, IL1B cytotox -26 and TNFa cytotox -8.
Cn1nc([N+](=O)[O-])nc1N1CCN(c2ccc(F)cc2)CC1 was read as Calb biofilm kill 2, ERb coact inh -4, cytoskel mod -10, VCAM1 TNFa inh -3, sEH inhibitor -1, Smad3 inh -12, sEH activator 0, IL1B cytotox -49 and TNFa cytotox 9.
Screening COc1nc(N/N=C/c2ccccc2F)nc(N2CCCCC2)n1 returned cytoskel mod -17, VCAM1 TNFa inh 8, sEH inhibitor -4, sEH activator 4, IL1B cytotox -14 and TNFa cytotox -7.
Screening CCCCCCCC(=O)N/N=C/c1ccco1 returned cytoskel mod 13, VCAM1 TNFa inh 8, sEH inhibitor 18, sEH activator -17, IL1B cytotox -51 and TNFa cytotox 3.

The list goes on.
`Cn1cccc1CC(=O)N/N=C\c1c2ccccc2cc2ccccc12` gave cytoskel mod -12, VCAM1 TNFa inh -2, sEH inhibitor 12, sEH activator -9, IL1B cytotox 18 and TNFa cytotox -20.
Screening O=C(Nc1cc(C(F)(F)F)ccc1N1CCOCC1)c1cccnc1 returned Calb biofilm kill 0, ERb coact inh 11[fluorescence artefact?], cytoskel mod -2, VCAM1 TNFa inh 21, sEH inhibitor 2, Smad3 inh -6, sEH activator -2, IL1B cytotox -25 and TNFa cytotox -19.
For COc1ccc2[nH]c(=O)c(COC(=O)c3ccco3)cc2c1 the results were cytoskel mod 0, VCAM1 TNFa inh 13, sEH inhibitor 4, sEH activator -4, IL1B cytotox -45 and TNFa cytotox -12.
For CCCn1c(SCC(=O)NCCc2ccc(OC)c(OC)c2)nc2c1c(=O)n(C)c(=O)n2C the results were Calb biofilm kill 9, ERb coact inh -7, cytoskel mod -16, VCAM1 TNFa inh -7, sEH inhibitor 1, Smad3 inh -11, sEH activator -1, IL1B cytotox 14 and TNFa cytotox -41.
For O=C(Nc1ccc(-n2ccnc2P(=O)(O)c2ccccc2)cc1)c1ccccc1Cl the results were cytoskel mod 13, VCAM1 TNFa inh -13, sEH inhibitor 11, sEH activator -13, IL1B cytotox 2 and TNFa cytotox -10.
`Cc1ccccc1NC(=O)/C(=C/c1ccccc1)c1ccccc1` gave cytoskel mod 6, VCAM1 TNFa inh 2, sEH inhibitor -3, sEH activator 1, IL1B cytotox -61 and TNFa cytotox -16.
COc1cc2c3c(c1)C1(C(=O)N3C(C)(C)C=C2C)C(C#N)=C(N)Oc2cc(C)oc(=O)c21 (stereo unspecified) was read as Calb biofilm kill 4, ERb coact inh 5, cytoskel mod -19, VCAM1 TNFa inh -21, sEH inhibitor 22, Smad3 inh -1, sEH activator -22, IL1B cytotox -10 and TNFa cytotox -10.
Screening O=C1CC(N2CCN(c3ccc(C(=O)c4ccc(F)cc4)cc3)CC2)C(=O)N1 (stereo unspecified) returned Calb biofilm kill 6, ERb coact inh 5, cytoskel mod -7, VCAM1 TNFa inh 17, Smad3 inh 11, IL1B cytotox 11 and TNFa cytotox -13.
Screening CC(=O)c1ccc(NC(=O)/C(=C\c2ccccc2)NC(=O)/C=C/c2ccccc2)cc1 returned cytoskel mod -10, VCAM1 TNFa inh 7, sEH inhibitor 1, sEH activator 0, IL1B cytotox -5 and TNFa cytotox 12.
Screening CCCC(=O)Nc1ccc(C(=O)Nc2nnc(COC)s2)cc1 returned Calb biofilm kill 6, ERb coact inh -1[fluorescence artefact?], cytoskel mod 15, VCAM1 TNFa inh -4, Smad3 inh -3, IL1B cytotox -33 and TNFa cytotox -10.
Screening O=C(N/N=C/c1ccc2cccc(OCc3ccccc3)c2n1)c1ccc(Cl)cc1 returned cytoskel mod -8, VCAM1 TNFa inh 13, sEH inhibitor 19, sEH activator -18, IL1B cytotox -3 and TNFa cytotox -7.
Cc1cnc(C(=O)OCC(=O)Nc2oc(-c3ccccc3)c(-c3ccccc3)c2C#N)cn1 was read as Calb biofilm kill 5, ERb coact inh -1, cytoskel mod -12, VCAM1 TNFa inh 19, sEH inhibitor -8, Smad3 inh 7, sEH activator 8, IL1B cytotox -22 and TNFa cytotox -7.
Screening CCOc1nc(OCC)nc(N2CCC(C)CC2)n1 returned Calb biofilm kill 4, ERb coact inh -1, cytoskel mod -14, VCAM1 TNFa inh 7, sEH inhibitor -4, Smad3 inh -3, sEH activator 4, IL1B cytotox 14 and TNFa cytotox -2.
For COc1ccc(-c2nnc(NC(=O)c3ccc(S(=O)(=O)N4CCCc5ccccc54)cc3)o2)cc1 the results were Calb biofilm kill 8, ERb coact inh -4[fluorescence artefact?], cytoskel mod -2, VCAM1 TNFa inh -11, sEH inhibitor -4, Smad3 inh -4, sEH activator 2, IL1B cytotox 4 and TNFa cytotox -3.
CCOC(=O)c1cnc(-n2nc(C)cc2C)nc1Nc1cccc(C(=O)O)c1 was read as Calb biofilm kill 10, ERb coact inh -28[fluorescence artefact?], cytoskel mod 4, VCAM1 TNFa inh -12, sEH inhibitor -3, Smad3 inh 11, sEH activator 3, IL1B cytotox -26 and TNFa cytotox -22.
Screening O=C(NC1=NCCS1)c1ccc(Cl)s1 returned Calb biofilm kill 8, ERb coact inh -6, cytoskel mod 16, VCAM1 TNFa inh 22, sEH inhibitor 10, Smad3 inh 4, sEH activator -8, IL1B cytotox 6 and TNFa cytotox 60.
Screening COC(=O)[C@H](C)NC(=O)Nc1ccc(OC)cc1OC returned Calb biofilm kill 1, ERb coact inh -4, cytoskel mod 3, VCAM1 TNFa inh 5, sEH inhibitor -1, Smad3 inh -4, sEH activator 2, IL1B cytotox -4 and TNFa cytotox -29.
Screening CC(=O)c1c(N2CCOCC2)nc(=S)n(-c2ccc([N+](=O)[O-])cc2)c1C returned Calb biofilm kill 4, ERb coact inh -2, cytoskel mod -1, VCAM1 TNFa inh -17, sEH inhibitor 4, Smad3 inh 18, sEH activator -1 and IL1B cytotox -22.
`COc1ccc(Nc2cc(C(=O)NCCCN3CCN(C)CC3)c3ccccc3n2)c(OC)c1` gave Calb biofilm kill 1, ERb coact inh 11, cytoskel mod 2, VCAM1 TNFa inh -51, sEH inhibitor -8, Smad3 inh -4, sEH activator 8, IL1B cytotox -14 and TNFa cytotox -68.
For Cc1cc(/C=N/NC(=O)c2cccc([N+](=O)[O-])c2)c(C)n1-c1ccc(Cl)cc1Cl the results were cytoskel mod -30, VCAM1 TNFa inh 3, sEH inhibitor 7, sEH activator -6, IL1B cytotox -1 and TNFa cytotox 3.
`Cc1ccc(/C=C(/C#N)C(=O)NC(=O)Oc2ccccc2)cc1` gave Calb biofilm kill -1, ERb coact inh 0, cytoskel mod 8, VCAM1 TNFa inh -8, sEH inhibitor -3, Smad3 inh 6, sEH activator 5, IL1B cytotox -3 and TNFa cytotox -16.
`O=C(OCn1ncc(Br)c(Br)c1=O)c1ccc(F)cc1` gave Calb biofilm kill -4, ERb coact inh 10, cytoskel mod -7, VCAM1 TNFa inh 81*, sEH inhibitor 1, Smad3 inh -29[fluorescence artefact?], sEH activator -3, IL1B cytotox 7 and TNFa cytotox 28.
Screening CCc1nnc(NC(=O)CSc2nnc(C)n2-c2ccc(C)cc2)s1 returned Calb biofilm kill 0, ERb coact inh -2[fluorescence artefact?], cytoskel mod 1, VCAM1 TNFa inh 7, sEH inhibitor 2, Smad3 inh 18, sEH activator -4, IL1B cytotox -10 and TNFa cytotox 4.
`CC(C)C(OC(=O)C1CCCO1)C(=O)NC1CCCC1` (stereo unspecified) gave Calb biofilm kill 5, ERb coact inh 3, cytoskel mod -7, VCAM1 TNFa inh -11, sEH inhibitor 8, Smad3 inh 8, sEH activator -7, IL1B cytotox 2 and TNFa cytotox -4.

Screens deposited in PubChem BioAssay by several laboratories.

A portion of the library. The share of hits here may be higher or lower than overall.
